Source: PubChem BioAssay (National Center for Advancing Translational Sciences (NCATS))
IL-1B inflam inh = qHTS for Inhibitors of Inflammasome Signaling: IL-1-beta AlphaLISA Primary Screen. THP-1 LPS/ATP IL-1B secretion, AlphaLISA, 16 h; stronger effect = lower value. activity change, % at 57.5 µM. 360,000 tested, 4.7% active; in the data active means activity change below about -50%; inconclusive means mostly about -30% to -49%; further: on the % scale 0 is the no-effect control and ±100 the full control effect
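Secreted IL-1B measured by AlphaLISA bead assay after 16 h compound exposure of THP-1 cells; compounds (final up to 57.5 uM) added 1 h before LPS (250 ng/mL) and ATP (1.25 mM) stimulation; lower signal means less secretion.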
DRD3 antagonist = qHTS of D3 Dopamine Receptor Antagonist: qHTS. AID 652054, 2013. max response, negative = inhibition, %. D3R cells, DiscoveRx beta-arrestin luminescence, antagonist mode; stronger effect = lower value. 360,000 tested, 2.5% active; in the data active means max response below about -50%; inconclusive means no clear call, values can overlap the other calls; further: on the % scale 0 is the no-effect control and ±100 the full control effect; mostly tested at two doses, the higher about 12 µM
Target sequence (P35462 whole entry, looked up): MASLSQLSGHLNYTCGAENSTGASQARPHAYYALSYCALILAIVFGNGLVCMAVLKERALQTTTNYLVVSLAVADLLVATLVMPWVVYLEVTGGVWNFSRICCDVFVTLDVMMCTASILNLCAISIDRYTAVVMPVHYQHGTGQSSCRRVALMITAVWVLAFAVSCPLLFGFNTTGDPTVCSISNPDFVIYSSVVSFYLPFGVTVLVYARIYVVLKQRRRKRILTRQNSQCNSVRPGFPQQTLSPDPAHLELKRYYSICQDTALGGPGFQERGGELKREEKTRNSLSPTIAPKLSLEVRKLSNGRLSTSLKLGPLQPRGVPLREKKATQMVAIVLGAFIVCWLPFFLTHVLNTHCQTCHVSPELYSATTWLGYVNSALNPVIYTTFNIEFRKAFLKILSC
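Cells plated overnight at 1500 cells/well, then exposed to library compounds with dopamine controls for 90 minutes at 37 degrees C. DiscoveRx reagent added for 30–60 minutes at room temperature; luminescence read, quantitative HTS format.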
SW480 rerep = A quantitative high throughput screen for small molecules that induce DNA re-replication in SW480 colon adenocarcinoma cells; SW480 DNA re-replication, Hoechst DNA content imaging, 48 h; Potency, µM (titrated, usually from 46.1 µM), for the others: at the top dose re-replication activation, hits mostly activators; 340,000 tested, 1.8% active; further: potency means the concentration at half of the fitted maximal effect; % of control where 0% means no effect; nearly all actives have a fitted effect of over 55% in size
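Per well, 250 cells were exposed to pinned compound for 48 hr. Nuclear DNA was visualised with Hoechst (40 min, 37 C) and total object intensity recorded by fluorescence scanning.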
DRD3 agonist = qHTS of D3 Dopamine Receptor Agonist: qHTS; max activation, %; D3R DiscoveRx beta-arrestin cells, luminescence, 90 min; 410,000 tested, 0.58% active; D(3) dopamine receptor (Homo sapiens), P35462; in the data active means max activation above about 30%; further: 0% is about no effect; mostly tested at two doses, the higher about 12 µM
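Agonist-mode cell screen: cells plated at 1500/well and incubated overnight at 37 °C, then exposed to library compounds for 90 min at 37 °C. Detection reagent was added for 30–60 min at room temperature, and luminescence was read.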
HT1080 IDH1KD tx = qHTS for induction of synthetic lethality in tumor cells producing 2HG: qHTS for the HT-1080-IDH1KD cell line. HT-1080 IDH1 knockdown viability, ATP luminescence, 48 h. Potency, µM (titrated, usually from 46.1 µM), inactives show top-dose activity, negative = toxicity, hits mostly cytotoxic. 360,000 tested, 2% active;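 further: potency means the concentration at half of the fitted maximal effect; 0% = DMSO wells and -100% = cell-free medium wells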
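% activity derives from luminescence (CellTiter-Glo), normalised to DMSO and no-cell wells. HT-1080-IDH1KD cells, 750/well, had 48 h compound exposure at 37 °C.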
HT1080-NT tox = qHTS for induction of synthetic lethality in tumor cells producing 2HG: qHTS for the HT-1080-NT fibrosarcoma cell line | HT-1080-NT fibrosarcoma viability, CellTiter-Glo ATP luminescence, 48 h | Potency, µM (highest dose often 46.1 µM), inactives show top-dose activity, negative = less viability, usual class: cytotoxic | 360,000 tested, 1.6% active | AID 686970, 2013;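 further: NT is the 2HG producing partner of a matched IDH1 knockdown line; potency means the concentration at half of the fitted maximal effect; 0% = DMSO-treated cells and -100% = media-only wells without cells; nearly all actives have a fitted effect of over 55% in size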
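Read-out is CellTiter-Glo luminescence after 10 minutes at room temperature, following 48 hours' compound treatment of HT-1080-NT cells (750 cells/well, RPMI, 5% FBS, 37 degrees C).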
KB-3-1 cytotox = qHTS assay for MDR1-selective chemotherapeutics: Primary screen using the parental adenocarcinoma cell KB-3-1. 400,000 tested, 1.4% active. KB-3-1 viability, CellTiter-Glo ATP luminescence, 72 h. Potency, µM (highest dose often 46.1 µM), for inactives: at the top dose activity change, negative = cytotoxic, usual class: cytotoxic. AID 1347075, 2019; further: potency means the concentration at half of the fitted maximal effect; on the % scale 0 is the no-effect control and ±100 the full control effect; nearly all actives have a fitted effect of over 60% in size
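Parental KB-3-1 adenocarcinoma cells in phenol-red-free DMEM with 10% FBS were pin-treated with compounds at several concentrations, incubated 72 h at 37 °C, and viability read by CellTiter-Glo luminescence; concentration-effect curves were fitted after normalization.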
GLP1R ag = qHTS of GLP-1 Receptor Agonists; Glucagon-like peptide 1 receptor (Homo sapiens), P43220; HEK293 GLP-1R CRE-luciferase, luminescence, 4-6 h; cells express a hypersensitive GLP-1R form; Potency, µM (doses to about 45.6 µM), inactives show at the highest dose activation, most hits filed as activators; 380,000 tested, 0.007% active; AID 624172, 2012; further: potency means the concentration at half of the fitted maximal effect; % of control where 0% means no effect
Target sequence (P43220 whole entry, looked up): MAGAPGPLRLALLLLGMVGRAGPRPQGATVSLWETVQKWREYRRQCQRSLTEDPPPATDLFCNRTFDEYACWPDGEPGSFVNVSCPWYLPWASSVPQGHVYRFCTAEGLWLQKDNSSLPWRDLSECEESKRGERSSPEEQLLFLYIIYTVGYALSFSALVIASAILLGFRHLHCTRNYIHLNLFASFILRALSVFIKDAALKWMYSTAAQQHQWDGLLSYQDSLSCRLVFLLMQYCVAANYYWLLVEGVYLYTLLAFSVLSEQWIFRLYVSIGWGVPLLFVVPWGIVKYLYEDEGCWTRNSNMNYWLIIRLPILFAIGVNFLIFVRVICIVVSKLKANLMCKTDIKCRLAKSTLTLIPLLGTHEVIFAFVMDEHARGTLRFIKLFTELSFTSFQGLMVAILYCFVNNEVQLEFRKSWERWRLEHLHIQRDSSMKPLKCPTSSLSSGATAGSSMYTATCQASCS
KB-V1 cytotox = qHTS assay for MDR1-selective chemotherapeutics: Primary screen using the drug-selected MDR subline cells KB-V1; KB-V1 MDR cells viability, CellTiter-Glo, 72 h; Potency, µM (top dose mostly 46.1 µM), without a hit: at the highest dose activity change, negative = cytotoxicity, usual class: cytotoxic; 400,000 tested, 3.4% active; further: potency means the concentration at half of the fitted maximal effect; on the % scale 0 is the no-effect control and ±100 the full control effect; nearly all actives have a fitted effect of over 60% in size
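Cells of the MDR subline KB-V1 are plated, dosed with compound at multiple concentrations, and incubated 72 h at 37 degrees C; CellTiter-Glo is then added and luminescence read after 10 min.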
The depositor's hits bear a star; [ ] = dose if it differs, or a comment. Unless noted, the call rests on the fitted dose curve; in most records, active means well fitted curve in the direction sought with a large enough effect; inconclusive means small, poorly fitted or top-dose-only effect, or another doubt; inactive means no such curve, though single readings can be large; an effect the other way counts as inactive or inconclusive. Hits appear at their usual frequency (roughly 12% active in at least one column).

COc1ccccc1NC(=O)N1CCN(Cc2ccc3c(c2)OCO3)CC1 was read as IL-1B inflam inh -15, DRD3 antagonist -17, SW480 rerep -7%, DRD3 agonist -18, HT1080 IDH1KD tx 17%, HT1080-NT tox 26%, KB-3-1 cytotox 4%, GLP1R ag 4% and KB-V1 cytotox 4%.
`Cc1ccc(-c2csc(NC(=O)c3ccc4c(=O)n5c(nc4c3)CCCCC5)n2)cc1` gave IL-1B inflam inh 0, DRD3 antagonist -5, DRD3 agonist 7, HT1080 IDH1KD tx 3%, HT1080-NT tox 12%, KB-3-1 cytotox -14%, GLP1R ag 4% and KB-V1 cytotox 10µM*.
Screening CC(C)(C)c1ccc(CC(=O)N2CCC2(C)C(=O)NS(=O)(=O)c2ccccc2C(F)(F)F)cc1 (stereo not given) returned IL-1B inflam inh 52, DRD3 antagonist -13, DRD3 agonist -7, HT1080 IDH1KD tx -9%, HT1080-NT tox -4%, KB-3-1 cytotox 0%, GLP1R ag -3% and KB-V1 cytotox 3%.
CC1=C(C(=O)OCc2ccc3c(c2)OCO3)C(c2ccccc2)NC(=O)N1 (stereo not given) was read as IL-1B inflam inh -6, DRD3 antagonist -27, SW480 rerep -3%, DRD3 agonist 15, HT1080 IDH1KD tx inconclusive, HT1080-NT tox inconclusive, KB-3-1 cytotox 23µM*, GLP1R ag -1% and KB-V1 cytotox 12µM*.
Screening Cc1ccc(CSC2=CS(=O)(=O)c3ccccc3N2)cc1 returned IL-1B inflam inh -6, DRD3 antagonist 14, SW480 rerep -5%, DRD3 agonist -11, HT1080 IDH1KD tx -20%, HT1080-NT tox -19%, KB-3-1 cytotox -6%, GLP1R ag -1% and KB-V1 cytotox inconclusive.
For S=C(NCCCN1CCOCC1)N1CCN(c2nc(-c3ccc(Cl)cc3)cs2)CC1 the results were IL-1B inflam inh -70*, DRD3 antagonist -9, SW480 rerep inconclusive, DRD3 agonist -6, HT1080 IDH1KD tx inconclusive, HT1080-NT tox inconclusive, KB-3-1 cytotox inconclusive, GLP1R ag -6% and KB-V1 cytotox 3%.
For CC1(C)CC(=O)c2cn3nc(C(F)(F)F)nc3nc2C1 the results were IL-1B inflam inh 19, DRD3 antagonist 14, SW480 rerep -9%, DRD3 agonist 8, HT1080 IDH1KD tx 4%, HT1080-NT tox 11%, KB-3-1 cytotox 3%, GLP1R ag 1% and KB-V1 cytotox -1%.
CCOc1ccc(Nc2ncnc3onc(-c4ccc(Cl)cc4)c23)cc1 was read as DRD3 agonist 12, KB-3-1 cytotox 2%, GLP1R ag 1% and KB-V1 cytotox -5%.
`O=C(NCc1ccccn1)Nc1ccc(F)cc1` gave IL-1B inflam inh 7, DRD3 antagonist 12, SW480 rerep 2%, DRD3 agonist 8, HT1080 IDH1KD tx 20%, HT1080-NT tox 21%, KB-3-1 cytotox -2%, GLP1R ag -2% and KB-V1 cytotox 25%.
`COc1ccc(/C=C2\Oc3cc(OCC(=O)N4CCC(C(=O)O)CC4)ccc3C2=O)c(OC)c1OC` gave IL-1B inflam inh -18, DRD3 antagonist -11, SW480 rerep 18%, DRD3 agonist -3, HT1080 IDH1KD tx 14%, HT1080-NT tox 12%, KB-3-1 cytotox 0%, GLP1R ag 15% and KB-V1 cytotox -12%.
Screening OCCC1CN(Cc2cnc(-c3ccccc3)s2)CCN1Cc1ccccc1 (stereo not given) returned IL-1B inflam inh -12, DRD3 antagonist -5, SW480 rerep 1%, DRD3 agonist -16, HT1080 IDH1KD tx -11%, HT1080-NT tox -9%, KB-3-1 cytotox 18%, GLP1R ag 6% and KB-V1 cytotox inconclusive.
`Cc1cc(C(=O)Nc2cc(C(F)(F)F)ccc2N2CCOCC2)no1` gave IL-1B inflam inh 0, DRD3 antagonist 0, SW480 rerep -10%, DRD3 agonist 3, HT1080 IDH1KD tx -5%, HT1080-NT tox -2%, KB-3-1 cytotox -5%, GLP1R ag 2% and KB-V1 cytotox 0%.
Screening Cc1csc(NC(=O)c2cc3ccccc3o2)n1 returned IL-1B inflam inh 46, DRD3 antagonist -26, SW480 rerep -21%, DRD3 agonist -5, HT1080 IDH1KD tx -23%, HT1080-NT tox -18%, KB-3-1 cytotox -5%, GLP1R ag 1% and KB-V1 cytotox 8%.
Screening CCOC(=O)c1csc(NNC=O)n1 returned IL-1B inflam inh 9, DRD3 antagonist -11, SW480 rerep 3%, DRD3 agonist -10, HT1080 IDH1KD tx -2%, HT1080-NT tox 0%, KB-3-1 cytotox 7%, GLP1R ag -1% and KB-V1 cytotox -1%.
O=C(OCc1ccccc1)N1CCC2CC1c1cc(/C=C/CCCSc3ncccn3)ccc12 (stereo not given) was read as IL-1B inflam inh 17, DRD3 antagonist inconclusive, DRD3 agonist -11, HT1080 IDH1KD tx -5%, HT1080-NT tox -12%, KB-3-1 cytotox -2%, GLP1R ag 20% and KB-V1 cytotox -25%.
Screening COC(=O)COc1coc(CN2CCN(c3cccc(Cl)c3)CC2)cc1=O returned IL-1B inflam inh 20, DRD3 antagonist 7, SW480 rerep 17%, DRD3 agonist 8, HT1080 IDH1KD tx 12%, HT1080-NT tox -4%, KB-3-1 cytotox 8%, GLP1R ag -1% and KB-V1 cytotox inconclusive.
Screening NC(=NCc1ccccc1)c1cccc([N+](=O)[O-])c1 returned IL-1B inflam inh -5, DRD3 antagonist 1, SW480 rerep 2%, DRD3 agonist -16, HT1080 IDH1KD tx 2%, HT1080-NT tox 2%, KB-3-1 cytotox 0%, GLP1R ag -4% and KB-V1 cytotox 0%.
For Cc1ccc(CNC(=O)c2nn(C)c(C)c2[N+](=O)[O-])cc1 the results were IL-1B inflam inh 0, DRD3 antagonist -28, SW480 rerep 0.52µM*, DRD3 agonist -2, HT1080 IDH1KD tx 12%, HT1080-NT tox 10%, KB-3-1 cytotox 10%, GLP1R ag 3% and KB-V1 cytotox -20%.
For COc1ccc(NC(=O)Cc2c(F)cccc2Cl)cc1 the results were IL-1B inflam inh -28, DRD3 antagonist -13, SW480 rerep -17%, DRD3 agonist -1, HT1080 IDH1KD tx 6%, HT1080-NT tox 8%, KB-3-1 cytotox 18%, GLP1R ag -3% and KB-V1 cytotox 9%.
Screening CC(C)Oc1ccc(C(=O)OCC(=O)NC(=O)NC2CCCC2)cc1 returned IL-1B inflam inh 27, DRD3 antagonist -21, SW480 rerep -5%, DRD3 agonist 0, HT1080 IDH1KD tx -2%, HT1080-NT tox 0%[9.24 µM], KB-3-1 cytotox 0%, GLP1R ag 11% and KB-V1 cytotox 2%.
For COc1ccc(Cc2nnc(NC(=O)Nc3ccc(F)cc3)s2)cc1 the results were IL-1B inflam inh 18, DRD3 antagonist 11, SW480 rerep -24%, DRD3 agonist -3, HT1080 IDH1KD tx 0%, HT1080-NT tox 0%, KB-3-1 cytotox -1%, GLP1R ag -4% and KB-V1 cytotox -1%.
CCOC(=O)C1(Cc2ccccc2)CCCN(C(=O)C=C(C)C)C1 (stereo not given) was read as IL-1B inflam inh 11, DRD3 antagonist 12, SW480 rerep 7%, DRD3 agonist -4, HT1080 IDH1KD tx 9%, HT1080-NT tox 5%, KB-3-1 cytotox -17%, GLP1R ag 10% and KB-V1 cytotox inconclusive.
Screening O=C(OCc1ccc([N+](=O)[O-])cc1)C1CC(=O)N(c2ccccc2)C1 (stereo not given) returned IL-1B inflam inh 10, DRD3 antagonist 3, SW480 rerep 1%, DRD3 agonist -3, HT1080 IDH1KD tx 4%[9.24 µM], HT1080-NT tox 2%, KB-3-1 cytotox 13%, GLP1R ag 4% and KB-V1 cytotox -3%.
For O=C(c1ccc(F)cc1)N1CCCCC(Sc2nnnn2-c2ccccc2)C1=O (stereo not given) the results were IL-1B inflam inh 1, DRD3 antagonist -19, SW480 rerep -1%, DRD3 agonist -5, HT1080 IDH1KD tx -1%[9.24 µM], HT1080-NT tox -1%, KB-3-1 cytotox 4%, GLP1R ag 2% and KB-V1 cytotox -31%.
CC(=O)N1CCN(c2ccc([N+](=O)[O-])c(NCC3CCCO3)c2)CC1 (stereo not given) was read as IL-1B inflam inh -5, DRD3 antagonist -8, SW480 rerep 4%, DRD3 agonist 0, HT1080 IDH1KD tx -9%, HT1080-NT tox -1%, KB-3-1 cytotox 18%, GLP1R ag 4% and KB-V1 cytotox 3%.
Screening O=C(Nc1c2c(nn1-c1ccccc1)CS(=O)(=O)C2)c1ccccc1C(F)(F)F returned IL-1B inflam inh 16, DRD3 antagonist 12, SW480 rerep 0%, DRD3 agonist 5, HT1080 IDH1KD tx 4%, HT1080-NT tox 8%, KB-3-1 cytotox 7%, GLP1R ag 1% and KB-V1 cytotox 7%.
Screening COc1ccc(Cl)cc1C1=CC(=O)C[C@H](c2ccc(F)cc2)C1 returned IL-1B inflam inh -1, DRD3 antagonist -2, SW480 rerep -7%[9.22 µM], DRD3 agonist -2, HT1080 IDH1KD tx -3%, HT1080-NT tox -7%, KB-3-1 cytotox -15%, GLP1R ag -4% and KB-V1 cytotox 5%.
For C/C(=N\NC(=O)Cn1c(C)nc2ccccc21)c1cccs1 the results were IL-1B inflam inh -3, DRD3 antagonist -9, SW480 rerep -2%, DRD3 agonist -25, HT1080 IDH1KD tx -26%, HT1080-NT tox inconclusive, KB-3-1 cytotox -17%, GLP1R ag 4% and KB-V1 cytotox 15µM*.
